PDI turbidity – blocks human protein disulfide isomerase activity; inhibition, % at 10 µM; P07237; AID 588391; actives 0.052% (n = 350,000); PDI insulin aggregation turbidity, A650, 90 min;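 active = mean inhibition across replicates of 30% or more, whatever share of single replicates reach that level; inconclusive = mean inhibition below 30% while every single replicate reaches 30%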;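 also: absorbance from insulin aggregation driven by PDI reduction with DTT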
Target sequence (P07237 whole entry, looked up): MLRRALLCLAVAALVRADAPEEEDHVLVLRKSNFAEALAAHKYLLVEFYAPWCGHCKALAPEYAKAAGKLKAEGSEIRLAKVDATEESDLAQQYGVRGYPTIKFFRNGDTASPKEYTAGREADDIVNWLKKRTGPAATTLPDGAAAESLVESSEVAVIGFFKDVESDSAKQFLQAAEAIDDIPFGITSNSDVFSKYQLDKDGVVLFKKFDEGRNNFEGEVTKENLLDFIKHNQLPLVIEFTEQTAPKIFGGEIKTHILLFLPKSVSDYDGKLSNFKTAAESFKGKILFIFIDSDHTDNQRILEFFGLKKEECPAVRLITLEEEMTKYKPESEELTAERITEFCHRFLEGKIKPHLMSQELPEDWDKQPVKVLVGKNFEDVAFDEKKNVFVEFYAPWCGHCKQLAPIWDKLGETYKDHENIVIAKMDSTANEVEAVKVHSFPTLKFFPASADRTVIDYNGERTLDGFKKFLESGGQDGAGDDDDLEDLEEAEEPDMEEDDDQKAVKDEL
NR2E3 ag-1 – NR2E3 (human) agonism. inhibition of corepressor binding, % at 4.78 µM. actives 0.12% (n = 320,000). Q9Y5X4. GST-NR2E3/biotin-RetCOR TR-FRET, 1536-well. AID 2300;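 active = percent inhibition above the cutoff of mean plus 3 SD of all tested compounds, set per screening campaign, cut at about 20% in these data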;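 also: 0% = DMSO wells and 100% = biotin wells as full block of FRET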
Target sequence (Q9Y5X4 whole entry, looked up): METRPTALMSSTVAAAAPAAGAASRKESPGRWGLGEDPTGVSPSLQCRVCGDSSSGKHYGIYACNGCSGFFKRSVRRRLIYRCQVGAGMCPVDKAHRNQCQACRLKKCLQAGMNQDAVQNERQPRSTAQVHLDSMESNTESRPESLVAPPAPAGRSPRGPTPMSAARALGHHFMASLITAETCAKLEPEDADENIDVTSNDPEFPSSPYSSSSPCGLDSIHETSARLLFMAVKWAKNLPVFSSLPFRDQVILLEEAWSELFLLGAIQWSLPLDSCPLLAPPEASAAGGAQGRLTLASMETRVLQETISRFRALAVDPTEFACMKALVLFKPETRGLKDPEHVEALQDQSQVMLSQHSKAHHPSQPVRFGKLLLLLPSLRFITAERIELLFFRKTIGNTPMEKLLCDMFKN
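System: GST-tagged NR2E3 plus biotinylated RetCOR corepressor; Amount: 1.35 nM GST-tagged NR2E3 final; Dosing: single nominal compound dose of 4.8 µM; Schedule: 5 h incubation at 4 °C; Technique: TR-FRET with europium anti-GST and streptavidin-D2, 340 nm excitation; Controls: biotin wells as high control, 0.6% DMSO wells as low control.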
MITF TRPM1 inh – MITF TRPM1 promoter inhibition in SK-MEL-5 cells; inhibition, % at 12.5 µM; SK-MEL-5 TRPM1 promoter luciferase, 24 h; actives 0.83% (n = 330,000);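 active = mean inhibition across replicates of 60% or more, whatever share of single replicates reaches that level; inconclusive = some that reach 60%, reason not given; inactive = mean inhibition across replicates below 60%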; also: values of inactives mirror those of a sister screen read the other way
CaV13 FRET inh – Primary screen for inhibitors of IQ motif and Ca2+-dependent inactivation inhibitor domain binding in CACNA1D, Förster resonance energy transfer in living cells, … | HEK cells, CFP/YFP FRET ICDI-IQ, plate reader, 10 min; percent FRET-ratio fall versus neutral wells | inhibition, % at 12.3 µM | actives 0.098% (n = 340,000);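 active = mean replicate inhibition of at least 30% and at least 1% of replicates passing that level; inconclusive = only one of the two criteria is met; inactive = neither criterion is met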;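 also: 0% = median of the neutral control wells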
NR2E3 ag-2 – agonists of human NR2E3 nuclear receptor; actives 0.35% (n = 360,000); AID 602229; CHO-S Gal4-NCOR/VP16-NR2E3 two-hybrid, luciferase; inhibition of corepressor binding, % at 3.98 µM;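 active = inhibition above the mean of all tested compounds plus 3 SD, cut at about 70% in these data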;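 also: 0% = DMSO with NR2E3 transfected cells and 100% = cells lacking NR2E3 construct; higher means lower luciferase signal from less NR2E3 corepressor binding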
Granule exo inh – lytic granule exocytosis inhibition; inhibition, % at 10 µM; TALL-104 LAMP-1 surface exposure, flow cytometry; cells stimulated with thapsigargin and PMA; AID 651702; actives 0.66% (n = 360,000);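 active = inhibition above about 55%, limit read from the data; inconclusive = no clear call, values can overlap the other calls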
Vif inh – inhibitors of HIV Vif. HEK293T cells, Vif self-association by quenched fluorescence, imaging, 24 h. inhibition, % at 7.49 µM. actives 0.35% (n = 340,000); in the data active = inhibition above about 50%, passing the limit was not always enough; inconclusive = no clear call, values can overlap the other calls; inactive = below about 31%; also: some results filed as inactive read as strong as hits
iPSC survival up – increases survival of single human iPS cells | hiPSC single-cell survival, ATPlite luminescence; 100% = ROCK inhibitor wells, 0% = DMSO | survival enhancement, % at 20 µM | actives 0.044% (n = 360,000) | AID 602274; in the data active = survival enhancement above about 18%;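 also: cells exposed to compounds for 16 hours before the ATP read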
Peg3 promoter – inhibitors of Peg3 promoter; HeLa PEG-Prom luciferase reporter, luminescence, overnight; inhibition, % at 20 µM; actives 1.7% (n = 360,000);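 active = inhibition of at least 50% at 20 µM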
HIF-2a block – blocks HIF-2a reporter activity; 786-0 RCC cells HIF-2a reporter, luciferase luminescence, overnight; inhibition, % at 18.8 µM; AID 624352; actives 0.72% (n = 360,000);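 active = inhibition of the luminescence signal of 40% or more relative to plate controls, in a single-dose primary screen at 18.75 µM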
aDG glyco act – increases alpha dystroglycan glycosylation | actives 0.22% (n = 360,000) | activation, % at 10 µM | Pro5-aDG cells, alpha-DG glycosylation AlphaScreen (IIH6); 0% Pro5, 100% B10-LARGE cell signal;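 active = activation of at least 8% versus controls, or a plate z-score of at least 8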;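 also: Pro5 are CHO cells carrying HIG-tagged alpha-DG that lacks glycosylation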
* hit, by the source's call; u = inconclusive; x = not tested or not shown.

SMILES	PDI turbidity	NR2E3 ag-1	MITF TRPM1 inh	CaV13 FRET inh	NR2E3 ag-2	Granule exo inh	Vif inh	iPSC survival up	Peg3 promoter	HIF-2a block	aDG glyco act
CCc1c(N)nc(N)nc1Nc1ccccc1Cl	0	x	9	-6	-27	-5	-7	3.1	17	3	0.5
CC1(C)Oc2ccc3ccc(=O)oc3c2/C(=N/O)C1=O	6	1	8	-21	-18	-6	14	0.0	1	22	0.2
Cc1cccc(Nc2nnc(SCC(=O)Nc3ccc(C(=O)O)cc3)s2)c1	-4	0	7	-20	-34	-3	-10	-0.6	-1	0	0.1
CNC(=O)c1c(NC(=O)C2=COCCO2)sc(C)c1C	8	-4	-8	-7	3	-3	-1	-0.2	0	-7	-0.1
CCC(C)N(C(=O)c1csnn1)C(C(=O)NCc1ccc(F)cc1)c1ccccc1F (stereo not given)	4	2	-10	-5	-24	-1	-7	-0.1	14	-1	-0.1
CCCn1c(N)c(C(=O)CSc2nc(C3CC3)n(-c3ccccc3)n2)c(=O)[nH]c1=O	-1	x	-6	-16	-22	1	-3	0.2	22	22	-0.1
O=C(Nc1nnc([C@H]2C[C@H](O)[C@@H](CO)O2)s1)c1ccccc1F	4	x	x	-5	-4	-5	-3	-2.2	-4	11	-0.4
COc1ccc(NC(=O)CSc2nc(C)cs2)cc1OC	1	1	0	-5	-16	3	-1	1.4	14	8	0.3
C#CCOCCOCCOCCNc1nc(N2CCN(C(=O)[C@H](CCC(=O)O)n3cc([C@@H](N)CC(N)=O)nn3)CC2)nc(N2CCN(C(=O)[C@H](CCC(=O)O)n3cc([C@@H](N)CC(N)=O)nn3)CC2)n1	4	x	-2	-6	14	-3	x	0.8	-4	4	-0.1
CCN(c1ccccc1C(=O)O)S(=O)(=O)c1ccc2[nH]c(=O)[nH]c2c1	-1	x	2	-4	-14	-5	-17	0.1	2	-1	0.0
O=C(NCc1nnc(SCC(=O)N2CCCc3ccccc32)n1-c1ccccc1)c1cccc2ccccc12	-9	-2	26	-4	1	-8	-1	2.1	30	5	0.6
COc1cc(Cl)c(CC(=O)c2c[nH]c3ccccc23)cc1OC	-4	1	8	-7	-17	-7	-9	-0.6	7	23	0.2
O=C(CSc1nc2ccccc2o1)Nc1nc2ccccc2s1	-3	2	-9	-6	-85	0	2	-0.6	-73	-162	3.3
COCCn1c(SCC(=O)NCC2CCCO2)nc2c([nH]c3ccccc32)c1=O (stereo not given)	-1	0	21	-5	-2	3	x	0.8	17	26	-0.1
CC(C)(C)OC(=O)C[C@@H]1C/C=C\C[C@H](CC(=O)NCCO)C(=O)N[C@H](Cc2ccccc2)COC1=O	-8	x	-7	-11	21	5	3	4.1	-14	5	-0.1
CC1CCN(C(=O)CSc2nncn2-c2ccccn2)CC1	-7	-1	-7	-6	10	-2	6	2.6	-3	1	0.0
O=C(Oc1cccc(-n2cnnn2)c1)C1CCCCC1	9	0	5	-6	-8	0	6	1.1	18	15	0.0
CC1CN(C2CCCCC2)C(=O)NC1=O (stereo not given)	3	x	-8	-5	11	2	7	3.0	4	2	-0.3
O=C(NCc1ccc(Cl)cc1)c1ccc(Cn2cc(C(F)(F)F)ccc2=O)cc1	-1	0	7	-4	-8	0	-10	-0.4	-5	10	0.1
CC(C)CNC(=S)N1CCC(NC(=O)c2ccco2)CC1	1	-3	-9	-5	18	-1	x	-0.6	9	19	-0.3
CCOc1cc(C#N)c(NC(=O)c2ccco2)cc1OCC	-1	3	20	-5	-31	2	u	0.6	15	17	-0.3
Cc1cccc(-c2noc(CNC(=O)c3ccco3)n2)c1	-5	0	-7	-18	-32	4	-3	-0.5	-16	-34	0.1
COc1ccc(NC(=S)Nc2cccc(C(C)=O)c2)cc1OC	1	0	-4	9	-7	-2	-2	-0.8	15	-36	-0.1
CC(C)(C)C(=O)NC(=S)Nc1ccccc1C(=O)NC1CCCCC1	-3	2	-6	-6	-9	2	-4	-0.7	3	-13	0.0
Fc1ccc(-n2ncc3c(SCc4cccnc4)ncnc32)cc1	-5	-4	-66	-1	-84	0	-13	0.4	-291	-289	1.6
Cc1ccc(CN2CCSc3ccc(C(=O)NCc4ccco4)cc32)cc1	4	7	10	-2	-22	6	9	0.8	8	19	1.4
O=C(CSc1n[nH]c(-c2ccccc2Br)n1)NCCN1C(=O)CSC1=O	2	0	-1	-2	-13	-3	0	-0.7	11	-7	0.0
COC(=O)C1=C(CS(=O)(=O)c2cc(OC)ccc2OC)NC(=O)NC1c1ccc(O)c(OC)c1 (stereo not given)	7	3	2	-2	-3	-3	3	-0.4	10	5	-0.3
COc1cc(SC)ccc1C(=O)N1CCN(c2ccccc2OC)CC1	1	2	16	-4	-24	9	20	-0.6	12	9	-0.6
CCOC(=O)C1(Cc2ccccc2C)CCCN(C(=O)CSC)C1 (stereo not given)	4	3	-11	-2	-3	-9	-8	1.6	-7	-12	0.0
O=C(CCN1CCN(c2ccccc2)CC1)c1ccc(Cl)cc1	1	0	1	-5	-31	79*	4	0.0	-4	17	0.4
CC(C)(C)c1ccc(OCCn2nc(C(=O)O)c3ccccc3c2=O)cc1	-4	-2	-17	-2	-55	32	-7	-0.6	-3	-44	0.3
Cn1cccc1C1CCCN1CC(=O)Nc1c(Cl)cc(Cl)cc1Cl (stereo not given)	6	x	-44	-7	-37	-3	-3	2.6	-98	-89	0.3
O=C(CSc1nc2ccccc2s1)NCCOc1ccccc1	-4	4	-5	-5	-8	-1	-3	2.1	-45	-67	-0.3
Cc1ccc(C2C(C(=O)c3sc(-c4ccccc4)nc3C)=C(O)C(=O)N2CCN(C)C)o1 (stereo not given)	1	x	-10	-4	-19	-3	4	-3.1	-57	-54	-0.2
Cc1cccc(NC(=O)c2c(F)c(F)c(F)c(F)c2F)c1	6	3	12	-3	31	-3	-3	-1.3	-16	4	1.0
COc1ccc(CCNS(=O)(=O)CCNC(=O)c2ccc(OC)cc2)cc1	-5	1	-11	-5	-27	-3	-3	-0.7	-11	-2	-0.1
OC(CN1CCN(c2ccccc2Cl)CC1)c1ccccc1 (stereo not given)	-27	4	-9	-5	-12	-19	1	0.5	-3	2	0.0
Cc1ccc(S(=O)(=O)N(C)Cc2cc3ccccc3[nH]c2=O)cc1	1	-3	2	-2	-7	-2	-15	3.7	6	-52	-0.8
CS(=O)(=O)N1N=C(c2ccco2)CC1c1ccccc1Cl (stereo not given)	9	-2	5	-5	11	-1	-4	0.5	9	7	0.0
CCCn1nc(NC(=O)CC)c2cc3cccc(C)c3nc21	-6	1	-15	2	1	-13	-12	-0.5	16	-11	0.3
CC1CN(Cc2cc(=O)oc3cc(O)c(Cl)cc23)CC(C)O1 (stereo not given)	9	0	11	-3	-12	9	24	-0.4	19	14	-0.3
COC(=O)c1cc(NC(=O)CN2CCC(C(N)=O)(N3CCCCC3)CC2)cc(C(=O)OC)c1	2	2	9	-7	-11	-1	x	-0.4	15	1	0.0
CCCOc1ccc(/C=N/Nc2ccccc2[N+](=O)[O-])c(O)c1	-2	1	57	-6	2	4	8	0.2	26	5	-0.2
CC1(C)Cc2c(sc3c2c(=N)n(Cc2ccco2)c(=O)n3Cc2ccc(F)cc2)CO1	20	0	14	x	-17	2	6	-0.5	25	24	0.0
COC(=O)C1=C(C)Nc2nc3ccccc3n2C1c1ccccc1F (stereo not given)	-5	-1	x	9	-17	-4	2	2.0	27	20	0.0
CSc1ccc(CN(C)C(=O)c2ccc(S(=O)(=O)Nc3ccccc3)cc2)cc1	-3	-3	4	-6	51	-1	-20	0.4	9	11	0.0
O=C1c2ccccc2C(c2nnnn2-c2ccc3ccccc3c2)N1C1CC1 (stereo not given)	x	x	x	-7	-3	1	x	0.1	x	-6	0.0
Cc1ccc(C)c(S(=O)(=O)c2c(C)cc(C)nc2Cl)c1	4	0	-5	-4	-14	-7	9	0.2	10	6	0.2
C[C@H](NC(=O)[C@@H]1CCC(=O)N1Cc1ccco1)c1ccccc1	4	0	10	-17	22	1	4	1.7	11	7	-0.2
COc1ccc(CNCCC(c2ccc(OC)cc2)c2ccccc2OC)cc1 (stereo not given)	1	-2	20	-4	-15	55	-1	-0.4	19	18	0.9
COc1ccc(Nc2ncnc3sc(-c4ccccc4)cc23)c(OC)c1	-21	-1	-4	-3	17	46	20	-0.4	0	14	-0.1
COc1ccc(CCNC(=O)C2CCN(C(=O)c3ccc(Cl)cc3)CC2)cc1OC	-4	0	7	-4	11	4	-5	1.7	21	4	0.0
CCN1CCN(c2nc3c(c(=O)[nH]c(=O)n3C)n2CCSc2nc3ccccc3s2)CC1	x	1	x	-6	-3	-5	6	0.6	-6	13	0.0
CCOC(=O)c1sc2nc(C)nc(NCCc3ccccn3)c2c1C	-8	2	0	-4	-13	-1	-8	-0.7	1	-18	1.9
C=CC[C@@H](CC(=O)N(CCO)Cc1ccccc1)C(=O)NCCOC(=O)[C@H](CC=C)CC(=O)OC(C)(C)C	0	x	7	-5	-19	-14	-20	-0.4	-9	4	0.0
NC(Cc1c[nH]c2ccccc12)C(=O)Nc1ccccc1 (stereo not given)	x	2	-2	x	-31	-4	30	-0.8	-25	-11	-0.1
CCOc1ccc(S(=O)(=O)N(CC(=O)N/N=C/c2ccc(-c3ccc([N+](=O)[O-])cc3)o2)c2ccccc2)cc1	-7	2	28	-9	-22	8	x	3.3	22	-5	0.0
CC(C)NCC(O)COc1ccc2c(c1)CCC2 (stereo not given)	5	-2	-12	-6	-1	-3	u	-0.4	8	-1	0.0
COc1ccc2c(c1)c(=O)oc1c(C)c(OCC(=O)N3CCc4ccccc4C3)ccc12	-7	0	-10	x	5	-2	-1	0.8	20	-3	0.4
COC(=O)c1[nH]c(C)c(/C(O)=C2\C(=O)C(=O)N(CCN3CCOCC3)C2c2ccccc2OC)c1C (stereo not given)	0	2	-2	-6	-6	9	7	1.8	0	10	0.0

Full records, quoted from the list:
CCN1CCN(c2nc3c(c(=O)[nH]c(=O)n3C)n2CCSc2nc3ccccc3s2)CC1 as listed: PDI turbidity: x; NR2E3 ag-1: 1; MITF TRPM1 inh: x; CaV13 FRET inh: -6; NR2E3 ag-2: -3; Granule exo inh: -5; Vif inh: 6; iPSC survival up: 0.6; Peg3 promoter: -6; HIF-2a block: 13; aDG glyco act: 0.0
COc1ccc(CNCCC(c2ccc(OC)cc2)c2ccccc2OC)cc1 (stereo not given) as listed: PDI turbidity: 1; NR2E3 ag-1: -2; MITF TRPM1 inh: 20; CaV13 FRET inh: -4; NR2E3 ag-2: -15; Granule exo inh: 55; Vif inh: -1; iPSC survival up: -0.4; Peg3 promoter: 19; HIF-2a block: 18; aDG glyco act: 0.9

Screens deposited in PubChem BioAssay by several laboratories.
